Screens: PubChem, National Center for Advancing Translational Sciences (NCATS)
D1 antag: antagonists of human D1 dopamine receptor; HEK293 TREx D1 cells, calcium flux, dopamine EC80; active compounds read low; P21728; actives 3.2% (n = 360,000); activity change, negative = inhibition, % at 10 µM; in the data active = activity change below about -30%; also: % is scaled to controls: 0 for no effect and ±100 for the full control effect
Target sequence (P21728 whole entry, looked up): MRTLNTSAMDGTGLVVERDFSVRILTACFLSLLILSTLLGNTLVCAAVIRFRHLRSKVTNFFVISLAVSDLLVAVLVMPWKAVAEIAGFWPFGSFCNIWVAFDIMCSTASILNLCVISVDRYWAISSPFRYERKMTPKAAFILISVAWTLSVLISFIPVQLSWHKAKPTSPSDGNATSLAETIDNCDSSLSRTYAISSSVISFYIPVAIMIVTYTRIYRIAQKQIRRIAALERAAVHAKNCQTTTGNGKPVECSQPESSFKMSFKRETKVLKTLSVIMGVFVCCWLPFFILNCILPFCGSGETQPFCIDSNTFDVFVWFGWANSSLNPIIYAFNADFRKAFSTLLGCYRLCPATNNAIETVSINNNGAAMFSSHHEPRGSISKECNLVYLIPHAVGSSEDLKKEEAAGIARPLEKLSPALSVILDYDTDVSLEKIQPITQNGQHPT
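Calcium flux readout: force-coupled, inducible Hek293 Trex D1 line, cells induced overnight at 30 C with tetracycline, dye-loaded 30–90 min at RT. Antagonism scored against EC80 dopamine challenge given 180 s after compound.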
RXFP1 antagonist: RXFP1 (human) relaxin receptor antagonism | Q9HBX9 | HEK293-RXFP1, relaxin-stimulated cAMP HTRF, 30 min; active compounds read low | activity change, negative = inhibition, % at 57.5 µM | actives 0.59% (n = 350,000) | AID 1259400;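 active = activity change of -60% or lower, but not beyond a set lower limit; inconclusive = change between -60% and -40%, or beyond the set limit; inactive = change above -40%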; also: % is scaled to controls: 0 for no effect and ±100 for the full control effect
Vif-A3F inh: inhibitors of Vif-A3F interaction; Potency, µM (doses to about 46.1 µM), for the others: top-dose activity, negative = active; HeLa A3F-eYFP + Vif (tagged APOBEC3F with the HIV-1 protein that degrades it), YFP fluorescence increase; actives 0.2% (n = 390,000); AID 602313; also: potency is read from the fitted curve at half-maximal effect; % of control where 0% means no effect; nearly all actives have a fitted effect of over 65% in size
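HeLa cells stably expressing A3F-eYFP plus Vif, plated and incubated overnight at 37 deg C, then exposed to compounds overnight at 37 deg C. Blocked degradation read as raised yellow fluorescence (Ex 488/Em 500-530).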
RXFP1 ag: RXFP1 (human) receptor agonism | HEK293T-RXFP1 cAMP TR-FRET, 30 min; response scale: percent of porcine relaxin response, buffer zero | Potency, µM (highest dose often 57.5 µM), for the others: at the top dose activation, hits mostly activators | Q9HBX9 | actives 0.3% (n = 370,000); also: potency is read from the fitted curve at half-maximal effect; % is scaled to controls: 0 for no effect and ±100 for the full control effect; nearly all actives have a fitted effect of over 60% in size; many of its hits are not listed in these tables
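HEK293 cells stably expressing RXFP1, treated 30 min at 37C with compounds plus PDE4 inhibitor Ro 20174; cAMP measured by HTRF TR-FRET. Normalized to buffer and 29 nM porcine relaxin; EC50 by Hill fit.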
Vif-A3G inh: Vif-A3G binding inhibition | Q9HC16 | HeLa A3G-eYFP + Vif (tagged APOBEC3G with the HIV-1 protein that degrades it), YFP fluorescence, overnight | Potency, µM (top dose mostly 46.1 µM), for inactives: at the top dose activity, negative = active, usual class: inhibitors | actives 0.076% (n = 410,000);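 also: potency is read from the fitted curve at half-maximal effect; % is scaled to controls: 0 for no effect and ±100 for the full control effect; nearly all actives have a fitted effect of over 60% in size; hits raise eYFP signal because A3G escapes Vif-driven loss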
Target sequence (Q9HC16 whole entry, looked up): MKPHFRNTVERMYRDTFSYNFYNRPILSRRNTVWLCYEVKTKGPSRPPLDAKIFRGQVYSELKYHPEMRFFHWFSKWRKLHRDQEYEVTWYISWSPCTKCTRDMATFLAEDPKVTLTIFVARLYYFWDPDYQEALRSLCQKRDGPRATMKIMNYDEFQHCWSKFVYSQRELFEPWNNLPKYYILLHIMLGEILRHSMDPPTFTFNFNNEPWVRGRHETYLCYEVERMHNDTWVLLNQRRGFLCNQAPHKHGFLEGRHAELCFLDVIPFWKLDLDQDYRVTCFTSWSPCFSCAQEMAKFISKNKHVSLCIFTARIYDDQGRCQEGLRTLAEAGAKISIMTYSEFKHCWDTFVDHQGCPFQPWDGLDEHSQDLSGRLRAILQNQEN
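Read-out is eYFP fluorescence (Ex 488/Em 500-530) from Vif-expressing HeLa A3G-eYFP cells; more signal means A3G escaped Vif-mediated degradation. Cells plated overnight, compound pinned in, incubated overnight at 37 deg C.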
D1 PAM: potentiators of human D1 dopamine receptor. P21728. HEK293 TREx D1 cells, calcium flux, dopamine EC20 potentiation. potentiation, % at 10 µM. actives 0.036% (n = 360,000). AID 504651; in the data active = potentiation above about 30%; also: 0% is about no effect
D2 PAM: positive allosteric modulators of human D2 dopamine receptor | P14416 | HEK293 T-REx D2, calcium flux, EC20 dopamine potentiation | potentiation, % at 10 µM | actives 0.34% (n = 340,000) | AID 485347;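 active = potentiation over 3 SD above the plate norm, cut at about 30% in these data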; also: 0% is about no effect
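Using a no-wash calcium dye in inducible, force-coupled HEK293 Trex cells expressing D2, we tracked fluorescence each second for 180 s after compound, then for 180 s after EC20 dopamine to detect augmented signalling.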
D1 agonist: agonists of human D1 dopamine receptor; actives 1% (n = 360,000); activation, % at 2 µM; HEK293 T-REx D1 cells, calcium flux, agonist mode; P21728; AID 504660; in the data active = activation above about 30%; also: 0% is about no effect
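Inducible HEK293 T-REx D1 cells, force-coupled to calcium signalling, were plated at 4000 cells/well with tetracycline and held overnight at 30 C. After no-wash calcium dye loading, compound-evoked calcium rise over 180 s flagged agonists.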
GRP78 ERSR act: inducers of ER stress response in human glioma cells; AID 602332; actives 0.02% (n = 420,000); Potency, µM, without a hit: top-dose activation, usual class: activators; U87-MG GRP78 promoter luciferase reporter, 16 h; also: potency is read from the fitted curve at half-maximal effect; series mostly up to about 76 µM; % of control where 0% means no effect; nearly all actives have a fitted effect of over 35% in size
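Stably transfected U87-MG glioma cells carrying a GRP78-based luciferase sensor; 16 h compound incubation. Luminescence end-point read 10 min after Bright-Glo addition at room temperature.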
Active calls of the source: *; ? = inconclusive; · = not tested or not shown; & = joins results of further samples. Unless noted, calls follow the shape of the dose curve; as a rule, active = well fitted curve in the direction sought with a large enough effect; inconclusive = small, poorly fitted or top-dose-only effect, or another doubt; inactive = no such curve, though single readings can be large; an effect the other way counts as inactive or inconclusive. Only part of the results is shown, so the mix of outcomes need not match the whole.

Structure | D1 antag | RXFP1 antagonist | Vif-A3F inh | RXFP1 ag | Vif-A3G inh | D1 PAM | D2 PAM | D1 agonist | GRP78 ERSR act
COc1cc2c(C(=O)N(C)c3cccc(C(F)(F)F)c3)cn(CC(C)C)c(=O)c2cc1OC | 0 | · | 1% | -0.1% | 4% | -1 | 5 | 5 | 0%
O=C(CSc1nnc(C2COc3ccccc3O2)o1)N1CCCC1 (configuration not stated) | 1 | -11 | 0% | 5.0% | 0% | -3 | -8 | 2 | 2%
c1coc(CN2CNc3nc4ccccc4n3C2)c1 | -27 | -4 | -5% | 0.5% | 0% | -3 | 14 | 2 | -1%
NC(=O)NC(=O)c1nccnc1C(=O)O | -3 | 16 | -6% | -1.1% | 0% | 1 | 2 | 3 | -1%
CS(=O)(=O)N1CCC(C(=O)Nc2ccccc2F)CC1 | -20 | -10 | -10% | 2.3% | 0% | 2 | 4 | 2 | -4%
Cc1cccc(NC(=S)N2CCCCCC2)c1C | 3 | -7 | -12% | -2.9% | 3% | -1 | -8 | 0 | -2%
COc1ccc(CN(C)C(=O)c2ccc(NS(=O)(=O)c3ccc(C)c([N+](=O)[O-])c3)cc2)c(OC)c1OC | -17 | -9 | -4% | 2.1% | -1% | 0 | 20 | 1 | -5%
Nc1sccc1C(=O)c1ccc(Cl)cc1 | -5 | 8 | 9% | -0.2% | -7% | -2 | 4 | 1 | 6%
COc1ccc2nc3oc(C(=O)N4CCN(c5cccc(C(F)(F)F)c5)CC4)cc3cc2c1 | -6 | -9 | 1% | -0.5% | -4% | -1 | 4 | 1 | -1%
CC(C)Oc1ccc(S(=O)(=O)N2CCOCC2)cc1NC(=O)C1=COCCO1 | 2 | 8 | 8% | -0.2% | -3% | -3 | 7 | 0 | 0%
CCCCCN(C(=O)COC(=O)c1ccc(C)cc1)c1c(N)n(CCCC)c(=O)[nH]c1=O | -35* | -2 | 3% | 0.8% | 3% | -2 | 18 | 2 | -2%
COc1ccccc1C(=O)O[C@H]1[C@H](Cc2ccccc2)NS(=O)(=O)[C@H]2C[C@@H]3C=C[C@]12O3 | · | · | 1% | 1.7% | -1%&1% | -3 | 0 | -2 | -1%&-2%
COCCCNC(=O)c1c(N)n(/N=C/c2cccnc2)c2nc3ccccc3nc12 | -2 | -13 | -2% | 2.0% | 0% | -2 | 4 | -1 | -2%
Cc1cccc(-n2c(SCC(=O)c3c(N)n(C4CC4)c(=O)[nH]c3=O)nnc2N2CCOCC2)c1 | -11 | -4 | 4% | 1.0% | 1% | -8 | 9 | 1 | -4%
CCOC(=O)C1CCN(CCC(=O)Nc2ccc(F)cc2)CC1 | 20 | 8 | 9% | 0.2% | 0% | -1 | -8 | 4 | -6%
O=C(c1cccnc1)N1CCN(c2ccc([N+](=O)[O-])cc2Cl)CC1 | -16 | 0 | 4% | 1.0% | 1% | -3 | 10 | 6 | -4%
Cc1cccn2c(=O)c(/C=C(\C#N)c3nc4ccccc4n3C)c(Oc3ccc(Cl)cc3)nc12 | -6 | -1 | ? | 5.5% | -9% | -3 | 10 | 1 | -4%
O=C(NCCc1ccc(F)cc1)c1cccc(NC(=O)c2ccccc2)c1 | -2 | -3 | 1% | 5.8% | 0% | -6 | -10 | 3 | 11%
O=C(COC(=O)c1ccc(O)cc1)NC1CCCCCCC1 | · | 9 | -3% | · | 1% | · | · | · | 3%
O=C(NNc1cccc(Cl)n1)Nc1cccc(Cl)c1 | 2 | -9 | 0% | 0.0% | 0% | -2 | 3 | 1 | -3%
O=C(CSc1nc2ccccc2c(=O)n1-c1ccccc1)c1cccc([N+](=O)[O-])c1 | · | -3 | -5% | · | -4% | · | · | · | -1%
CCCOCc1cc(CN2CCN(c3ccccc3OC)CC2)c(O)c2ncccc12 | -4 | -11 | ? | 0.8% | -1% | -2 | 13 | -2 | -3%
Oc1[nH]c2ccccc2c1N=Nc1ccccc1 | 58 | -21 | 25µM* | 0.5% | ? | 5 | 8 | 11 | 4%
COc1cccc(N2CCN(C(=O)Nc3ccccc3Cl)CC2)c1 | 2 | -1 | 16% | -0.3% | -4% | 2 | 3 | 9 | 1%
O=C(CSC1=Nc2ccccc2N=C(c2ccc(F)cc2)C1)Nc1cccc(C(F)(F)F)c1 | -8 | · | -9% | -2.5% | 2% | -2 | -5 | 10 | -4%
Cc1ccc(S(=O)(=O)NC2(C(F)(F)F)NC(=O)N(CCc3ccccc3)C2=O)cc1 (configuration not stated) | 14&-9 | -7 | 1%&-2% | 1.4%&-1.4% | 0%&0% | 2&-2 | -5&7 | 1&-1 | -2%&14%
Cc1cc2nc(CS(=O)(=O)c3ccccc3)cc(=O)n2[nH]1 | 9 | -6 | 11% | -0.9% | -3% | 0 | 6 | 4 | -2%
COC(=O)c1ccc(OCC(O)CN2CCN(C(=O)c3ccco3)CC2)c(OC)c1 (configuration not stated) | -15 | 1 | 6% | -0.9% | -2% | -6 | -31 | 2 | -3%
O=C(NC1CCCCCCC1)C1c2ccccc2C(=O)N1Cc1ccco1 (configuration not stated) | 0 | 1 | 3% | 1.9% | 2% | -1 | -1 | 0 | -5%
CCN(CC)CCOC(=O)c1ccc(N/C=C(/C#N)c2nc(-c3ccc(OC)c(OC)c3)cs2)cc1 | 9 | -19 | -26% | 0.0% | -1% | 2 | · | 0 | 2%
COc1cc(OC)c(-c2nn3c(C4CCCCC4)nnc3s2)cc1OC | 6 | -15 | -9% | 9.7% | 2% | -2 | 10 | -2 | -2%
O=C(NCC(=O)N1CCN(c2ccccc2)CC1)c1ccc(Br)o1 | 13 | 3 | 0% | 1.2% | 0% | -4 | -5 | 4 | -3%
CCc1ccc(-c2cc(C(=O)NCc3ccco3)c3ccccc3n2)s1 | 3 | -3 | -19% | 1.0% | -7% | -5 | 22 | 2 | 7%
COC(=O)c1sccc1NC(=O)CSc1nnnn1-c1ccccc1F | -4 | -22 | 2% | 1.6% | -3% | 0 | 12 | 9 | -3%
Cc1ccc(NC(=O)CCN2CCc3ccccc3C2)cc1 | -12 | -8 | 1% | 0.9% | -2% | -3 | · | 1 | -4%
CCOc1ccc(NC(=O)NCCc2c(C)nn(C)c2C)cc1 | 10 | · | -3% | -1.3% | 4% | 0 | -2 | 0 | 3%
COc1ccc(CCNC(=O)c2ccc(CNc3c(N4CCOCC4)c(=O)c3=O)cc2)cc1OC | 6 | -2 | 4% | -0.7% | 0% | 0 | 2 | 5 | -2%
CC1(C(=O)O)COC(c2ccc([N+](=O)[O-])cc2)OC1 (configuration not stated) | 0 | 13 | 4% | 0.6% | 2% | 1 | -2 | 2 | -2%
Cc1ccc(S(=O)(=O)N(C)Cc2cc3ccccc3[nH]c2=O)cc1 | -11 | -2 | 1% | -0.6% | 5% | -6 | 6 | 12 | 1%
Cc1c(C(=O)N(C)Cc2ccc(OC(F)F)cc2)oc2ccccc12 | -23 | -12 | -8% | 0.4% | -3% | -8 | -3 | 2 | -1%
CCOCCCNC(=O)C(Cc1ccccc1)NS(=O)(=O)c1cccc2nsnc12 (configuration not stated) | -7 | 5 | 0% | 0.3% | 4% | 2 | -1 | 1 | -5%
O=C(Nc1nc(-c2ccc([N+](=O)[O-])cc2)cs1)C1=COCCO1 | · | 5 | 0% | · | 2% | · | · | · | 1%
CC(C)CNS(=O)(=O)c1ccc(S(=O)(=O)N2CCN(C3CCCC3)CC2)cc1 | -3 | 5 | -3% | 1.3% | -1% | -11 | 2 | 0 | -4%
Cc1ccc(OCC(=O)N2CCCCCCC2)cc1 | 13 | 5 | 0% | 0.3% | -6% | -1 | -1 | 0 | 1%
O=C(Nc1nc2ccccc2c2nc3ccccc3n12)c1ccc(F)cc1 | -5 | · | · | 2.9% | · | -3 | 10 | -1 | ·
O=C1Cc2cc(S(=O)(=O)NCc3ccc(F)cc3)ccc2N1 | · | -8 | 3% | · | 1% | · | · | · | -2%
Cc1sc2ncnc(N3CCC(C(=O)NNC(=O)COc4ccccc4F)CC3)c2c1C | -40* | ? | 3% | 1.9% | -2% | 3 | 5 | 5 | -5%
CN(C)S(=O)(=O)c1ccc(NC(=O)CNc2cc(S(=O)(=O)N3CCCC3)ccc2OCC(F)(F)F)cc1 | -10 | · | 2% | 1.5% | 1% | -2 | 1 | 0 | -3%
COc1cccc(C(=O)c2cc3cc(Cl)ccc3[nH]2)c1 | 20 | ? | 6% | -0.7% | -12% | -2 | 14 | -2 | 0%
CNC(=O)C1=C(C)n2c(nc3ccccc32)NC1c1ccc(OC)cc1 (configuration not stated) | -12 | 0 | -2% | 4.3% | -1% | -4 | -5 | 2 | 1%
Brc1ccc(N/N=C(/N=Nc2nn[nH]n2)c2ccccc2)cc1 | -25 | -1 | -1% | 1.5% | -1% | -12 | -3 | 0 | -5%
COc1ccc(N2C(=S)NC3CS(=O)(=O)CC32)cc1 (configuration not stated) | 9 | -4 | -20% | -2.8% | -1% | 1 | 2 | 3 | -6%
COc1ccc(-c2nc(-c3ccc4c(c3)OCO4)[nH]c2-c2ccc(OC)cc2)cc1 | -5 | -3 | -23% | -1.8% | 2% | 6 | 9 | 4 | 1%
Cc1ccc(C(c2c(O)nc3n(c2=O)CCS3)c2c(O)nc3n(c2=O)CCS3)cc1 | 22 | 16 | 2% | 5.6% | -1% | 0 | -4 | 2 | 2%
O=C(COC(=O)C1CCN(S(=O)(=O)c2cccc3cccnc23)CC1)c1ccc([N+](=O)[O-])cc1 | -7 | -3 | -6% | 0.8% | -4% | 0 | 13 | 1 | -2%
O=S(=O)(N/N=C\c1ccc2c(c1)OCO2)c1ccc(F)cc1 | -13 | 7 | -7% | 0.6% | 4% | -2 | 9 | 2 | -6%
O=C(Nc1ccc(Cl)cc1)c1ccc(-n2cccn2)c([N+](=O)[O-])c1 | -32* | -6 | -9% | -0.7% | 0% | -3 | -6 | 19 | 3%
